High-throughput results as filed in PubChem BioAssay.
TRPM1 prom inh = inhibitors of MITF-driven TRPM1 promoter in melanoma cells; 0.83% of 330,000 active; inhibition, % at 12.5 µM; AID 488899; SK-MEL-5 TRPM1 promoter luciferase, 24 h;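 active = mean inhibition across replicates of 60% or more, whatever share of single replicates reaches that level; inconclusive = some that reach 60%, reason not given; inactive = mean inhibition across replicates below 60%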; note: values of inactives mirror those of a sister screen read the other way
Cardio protect = modulators protecting cardiomyocytes from myocardial damage; H9c2 cardiomyocytes, H2O2 injury protection, ATPLite, 2 h; protection from H2O2 cell death, % at 20 µM; 0.63% of 360,000 active;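 active = compounds giving at least 50% protection of heart cells from peroxide-induced death in the single-dose screen, raw or plate-pattern-corrected value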;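 note: 0% = DMSO wells with peroxide and 100% = DMSO wells without peroxide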
NR2E3 ag-1 = agonists of human NR2E3 nuclear receptor | Q9Y5X4 | CHO-S Gal4-NCOR/VP16-NR2E3 two-hybrid, luciferase | inhibition of corepressor binding, % at 3.98 µM | 0.35% of 360,000 active | AID 602229;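 active = inhibition above the mean of all tested compounds plus 3 SD, cut at about 70% in these data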;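 note: 0% = DMSO with NR2E3 transfected cells and 100% = cells lacking NR2E3 construct; higher means lower luciferase signal from less NR2E3 corepressor binding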
CaV13 ICDI inh = Disruptors of the CACNA1D IQ motif to Ca2+-dependent inactivation inhibitor domain association, primary screening, Förster resonance energy transfer in intact living …; HEK cells, CFP/YFP FRET ICDI-IQ, plate reader, 10 min; percent FRET-ratio fall versus neutral wells; inhibition, % at 12.3 µM; 0.098% of 340,000 active;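 active = mean replicate inhibition of at least 30% and at least 1% of replicates passing that level; inconclusive = only one of the two criteria is met; inactive = neither criterion is met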;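 note: 0% = median of the neutral control wells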
NR2E3 ag-2 = NR2E3 (human) agonism | GST-NR2E3/biotin-RetCOR TR-FRET, 1536-well | inhibition of corepressor binding, % at 4.78 µM | 0.12% of 320,000 active | AID 2300;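 active = percent inhibition above the cutoff of mean plus 3 SD of all tested compounds, set per screening campaign, cut at about 20% in these data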;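 note: 0% = DMSO wells and 100% = biotin wells as full block of FRET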
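Material – GST-tagged NR2E3 plus biotinylated RetCOR corepressor · Quantity – NR2E3 fusion 1.35 nM · Times – 5 h incubation at 4 °C · Medium – pH 7.5 Tris-based buffer · Technique – TR-FRET, Eu(K)-anti-GST donor, streptavidin-D2 acceptor, ex 340, em 617/671 nm · Benchmarks – high control biotin, low control 0.6% DMSO · Format – 1536-well plates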
Shn3 inh set2 = Schnurri-3 reporter inhibition in Clone20 osteoblasts; Clone20 osteoblast Shn3 3'UTR firefly luciferase, 24 h; inhibition, % at 12.5 µM; 0.52% of 360,000 active; AID 588674;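 active = mean inhibition of at least 75% with every replicate also reaching 75%; inconclusive = mean inhibition at least 75% but some replicate below; inactive = mean inhibition below 75%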;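 note: 0% = median of neutral control wells and 100% = pilot-screen positive control compound; some compounds past the cut are filed as inactive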
HIF-2a inh = HIF-2a inhibition; inhibition, % at 18.8 µM; 786-0 RCC cells HIF-2a reporter, luciferase luminescence, overnight; AID 624352; 0.72% of 360,000 active;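 active = inhibition of the luminescence signal of 40% or more relative to plate controls, in a single-dose primary screen at 18.75 µM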
iPSC survival up = hiPSC single-cell survival enhancement; ATPlite luminescence; 100% = ROCK inhibitor wells, 0% = DMSO; survival enhancement, % at 20 µM; 0.044% of 360,000 active; in the data active = survival enhancement above about 18%;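 note: cells exposed to compounds for 16 hours before the ATP read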
Peg3 promoter = reduces Peg3 promoter-driven luciferase expression in HeLa; HeLa PEG-Prom luciferase reporter, luminescence, overnight; AID 588405; inhibition, % at 20 µM; 1.7% of 360,000 active;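 active = inhibition of at least 50% at 20 µM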
m5-HT2A agonist = activates the mouse 5-HT2A serotonin receptor. P35363. CHO-K1 mHTR2A beta-arrestin complementation, luminescence; percent of 30 µM serotonin response. activation, % at 7.6 µM. 0.66% of 360,000 active. AID 624169;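 active = activation above a run cutoff, the mean activation of all tested compounds plus 3 SD, cut at about 14% in these data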;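 note: 0% = plate median of compound wells and 100% = 30 µM serotonin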
Target sequence (P35363 whole entry, looked up): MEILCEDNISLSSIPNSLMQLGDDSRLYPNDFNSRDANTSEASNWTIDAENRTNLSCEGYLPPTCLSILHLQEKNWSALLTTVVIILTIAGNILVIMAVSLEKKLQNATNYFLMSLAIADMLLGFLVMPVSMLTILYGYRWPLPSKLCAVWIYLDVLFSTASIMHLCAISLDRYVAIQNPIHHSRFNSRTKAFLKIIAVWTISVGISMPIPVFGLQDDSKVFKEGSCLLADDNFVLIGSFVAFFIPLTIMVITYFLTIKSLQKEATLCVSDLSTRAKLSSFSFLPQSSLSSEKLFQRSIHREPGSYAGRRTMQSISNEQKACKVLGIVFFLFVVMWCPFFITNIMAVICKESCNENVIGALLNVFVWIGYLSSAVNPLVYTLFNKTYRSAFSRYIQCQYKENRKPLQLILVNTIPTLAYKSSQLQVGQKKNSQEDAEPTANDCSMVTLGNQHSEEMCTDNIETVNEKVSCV
PDI turbidity = inhibitors of human protein disulfide isomerase. 0.052% of 350,000 active. P07237. PDI insulin aggregation turbidity, A650, 90 min. inhibition, % at 10 µM;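 active = mean inhibition across replicates of 30% or more, whatever share of single replicates reach that level; inconclusive = mean inhibition below 30% while every single replicate reaches 30%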;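 note: absorbance from insulin aggregation driven by PDI reduction with DTT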
Target sequence (P07237 whole entry, looked up): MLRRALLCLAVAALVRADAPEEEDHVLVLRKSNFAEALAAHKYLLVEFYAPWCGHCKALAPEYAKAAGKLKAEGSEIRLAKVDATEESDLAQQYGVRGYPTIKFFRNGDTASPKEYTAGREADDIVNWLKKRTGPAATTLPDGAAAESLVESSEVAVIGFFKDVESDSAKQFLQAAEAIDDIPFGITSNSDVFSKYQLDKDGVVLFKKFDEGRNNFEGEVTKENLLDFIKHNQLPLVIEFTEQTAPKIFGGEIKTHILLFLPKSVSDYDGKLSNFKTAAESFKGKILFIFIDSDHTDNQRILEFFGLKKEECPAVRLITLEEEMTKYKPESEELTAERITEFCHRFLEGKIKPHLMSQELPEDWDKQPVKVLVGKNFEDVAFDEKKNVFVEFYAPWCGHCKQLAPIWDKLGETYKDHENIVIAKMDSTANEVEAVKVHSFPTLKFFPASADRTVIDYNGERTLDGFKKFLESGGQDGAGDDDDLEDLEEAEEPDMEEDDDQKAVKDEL
* hit, by the source's call; ? = inconclusive; . = not tested or not shown.

Every second line gives: TRPM1 prom inh	Cardio protect	NR2E3 ag-1	CaV13 ICDI inh	NR2E3 ag-2	Shn3 inh set2	HIF-2a inh	iPSC survival up	Peg3 promoter	m5-HT2A agonist	PDI turbidity
Cc1ccc(NS(=O)(=O)c2ccc(-c3ccc(=O)[nH]n3)o2)c(C)c1
→ -4	2	1	-7	-6	5	12	0.4	-11	2	-6
CCOc1cc(CO)cc(Br)c1OCC(N)=O
→ 5	8	-1	2	2	5	-3	-0.6	12	8	16
CC1(C)N=C(SCC(=O)Nc2ccccc2)C(c2ccc(Cl)cc2)=N1
→ -5	-13	-6	-3	-2	0	38	-0.9	18	8	-2
COc1ccccc1Cc1c(C(C)(C)C)nc2cc(C)c(Br)c(C)n12
→ .	.	-3	-5	.	.	15	1.1	.	-2	.
O=C(CN1CCCCC1)Nc1ccccc1NC(=O)CN1CCCCC1
→ -8	21	-8	-5	-4	-37	17	-1.1	-26	-1	-4
Cc1cc(NCCOCCO)n2ncc(-c3ccc(Cl)cc3)c2n1
→ 13	-21	-27	-4	-3	-74	-132	-2.9	-135	-2	2
Cc1ncoc1C(=O)N1CCCC(C(=O)c2cccc(C(F)(F)F)c2)C1 (stereo not drawn)
→ -6	-1	22	-15	5	-9	-9	1.6	-21	3	-17
CC(=O)Nc1ccc(S(=O)(=O)N2CCC(C(=O)NCCC(=O)Nc3nccs3)CC2)cc1
→ 12	-2	-4	-14	-2	-7	11	0.0	8	11	5
COC(=O)c1nc(N)sc1-c1ccccc1
→ 6	-4	14	.	-1	-1	6	-1.8	-5	3	1
CCN(CCCNC(=O)Cn1ncc2c([nH]c3ccc(C)cc32)c1=O)c1cccc(C)c1
→ 8	2	-3	.	-1	10	11	0.4	3	5	1
COc1ccccc1OCC(=O)N1CCN(c2ccccc2OC)CC1
→ 9	20	-10	.	0	5	-4	1.0	11	-3	-3
Cc1c(NC(=O)c2ccc(Cl)c(S(=O)(=O)N3CCCCC3)c2)c(=O)n(-c2ccccc2)n1C
→ 4	0	-5	.	3	19	18	0.8	28	5	-5
COc1cc2cnc(-c3ccccc3)c(C(=O)c3ccc(OCc4ccccc4)cc3)c2cc1OC
→ -13	-4	-34	-5	.	65	1	-2.8	14	-6	-7
CC(OC(=O)Cc1ccc(Cl)cc1)C(=O)NCCC1=CCCCC1 (stereo not drawn)
→ -3	1	-4	-4	0	0	10	-2.3	1	-2	1
CCOC(=O)c1ccc(NC(=O)c2cccnc2)cc1
→ -19	7	-46	-6	.	-12	-158	-0.7	-68	0	-9
CN(C(=O)c1cccc(C#N)c1)c1nnc(C2CCCO2)s1 (stereo not drawn)
→ 3	4	-15	-4	-1	9	10	1.2	7	1	-1
COc1ccc(-n2nc(C(C)=O)c(=O)[nH]c2=O)cc1
→ 0	2	-9	-5	3	9	18	1.7	-12	2	18
CC(=O)NC(CC(C)C)C(=O)NC(CO)C(=O)NC(CCC(=O)O)C(=O)NC(C)C(=O)NC(CC(C)C)C(N)=O (stereo not drawn)
→ -2	7	-28	-5	2	-5	-1	2.7	-5	3	-4
CC1(C(=O)NS(=O)(=O)c2ccc(Br)cc2)CCN1C(=O)C/C=C/c1ccccc1 (stereo not drawn)
→ .	1	-25	-17	.	-4	10	-0.7	10	7	-4
COC(=O)[C@H](CC(C)C)NC(=O)Cn1cnc2c(SC)nc(N)nc21
→ 2	14	-6	-5	.	-3	9	4.1	-1	-6	1
CC(C)CC(=O)N1CCN(S(=O)(=O)c2ccc(F)cc2)CC1
→ 2	7	-10	-6	4	-15	-13	-1.5	21	4	5
CCN(CC(=O)Nc1c(F)cccc1F)C(=O)c1cccnc1Sc1ccccc1
→ 2	-4	-15	-5	1	11	-5	0.0	9	1	7
COCCNC(=O)CN(C(=O)Cn1nnc2ccccc21)c1ccccc1
→ 3	12	0	-3	3	17	15	-1.1	-1	7	-3
Cc1cc(/C=C(\C#N)C(=O)NC2CCCCCC2)c(C)n1C
→ -40	6	-20	-78	1	-28	-94	-1.1	-62	18*	-2
CCCCOc1ccc(C2(C)NC(=O)N(C)C2=O)cc1 (stereo not drawn)
→ 2	0	19	-4	1	8	5	-0.1	13	-1	-4
C=CCN(CC=C)CCCOc1ccc(C)cc1OC
→ 11	6	11	-4	0	-6	0	-0.4	-17	-5	6
CCOC(=O)c1sc(NC(=O)c2cc(-c3ccccc3C)nc3ccccc23)c(C#N)c1C
→ 48	-29	39	.	4	53	8	-0.5	42	4	-2
CCO[C@H]1OC(C(=O)O)=C[C@@H](c2coc3ccccc3c2=O)[C@@H]1CCCO
→ 6	6	-7	-12	3	0	6	1.9	-3	2	0
O=C(Nc1nn[nH]n1)c1cccc(Oc2ccccc2)c1
→ -17	0	-10	-5	-1	9	4	6.0	12	5	2
CC(C)CN(C(=O)COC(=O)C12CC3CC(CC(C3)C1)C2)c1c(N)n(Cc2ccccc2)c(=O)[nH]c1=O
→ 88*	-21	-29	-7	-3	4	5	0.3	41	2	-7
CCOC(=O)C1CCN(C(=O)CCCCn2c(=O)[nH]c3ccccc3c2=O)CC1
→ -2	9	8	-5	0	0	22	-2.8	16	-1	-1
O=C(C[C@H]1C/C=C\C[C@@H](Cc2ccc(F)cc2)C(=O)OC[C@@H](Cc2c[nH]c3ccccc23)NC1=O)NCCO
→ -5	4	9	-11	.	4	-2	1.6	2	6	25
COc1ccc(C(=O)NCCc2nnc(SCC(=O)Nc3ccc(Br)cc3)n2C)cc1
→ -27	0	-22	-8	3	-37	-157	1.0	-77	-4	-7
CCc1ccccc1OCCCCCNCCO
→ -3	9	5	-8	1	23	-4	2.1	0	-6	14
Cc1c(C(=O)N2CCN(c3ccc(F)cc3)CC2)oc2c1C(=O)CCC2
→ 12	7	-12	-7	3	-1	1	-0.4	14	1	8
O=S(=O)(NCCc1cn2ccccc2n1)c1ccc2c(c1)CCCC2
→ .	-7	-9	-12	3	9	7	2.6	4	-3	.
CC(=O)C(Cc1ccccc1)NC(=O)COC(=O)CCN1C(=O)C2CC=CCC2C1=O (stereo not drawn)
→ 6	-3	4	-4	2	11	21	-0.1	4	8	2
CN(C)c1ccc(C=O)c(Oc2ccccc2)c1
→ .	-4	-46	-5	.	-11	-33	-0.1	-24	-3	-6
Cc1c(C(=O)NC(C)c2ccc(-n3ccnc3)cc2)cccc1[N+](=O)[O-] (stereo not drawn)
→ 1	0	-5	-6	0	-3	17	0.4	21	4	8
Cc1cccc(CS(=O)(=O)c2ncc(CO)n2C)c1
→ .	4	0	-7	3	-19	1	-0.2	11	5	13
O=c1[nH]c(N/N=C\c2ccc3c(c2)OCO3)nc2ccccc12
→ -49	6	-129	-4	-3	-62	-231	-3.6	-207	-5	-6
Cc1ccc(-n2nc3c(c2NC(=O)C2CC2)CS(=O)(=O)C3)cc1C
→ 3	2	21	-6	4	0	9	-0.6	8	-1	3
O=C(CSc1ncccn1)NCc1ccc(F)cc1
→ -8	12	-1	-5	3	0	-38	3.7	-39	-1	6
Cc1[nH]c2ccccc2c1C(=O)C(=O)NCc1ccco1
→ -10	1	-9	-3	2	-34	7	3.9	-4	0	7
COc1cccc2sc(N3CCN(C(=O)c4ccc([N+](=O)[O-])o4)CC3)nc12
→ ?	8	63	.	1	13	-3	-0.4	-3	-5	0
O=C(Nc1nnc(-c2ccco2)o1)c1ccc([N+](=O)[O-])s1
→ 7	13	-28	-5	0	-20	-70	0.2	-35	-2	2
Cn1c(SCCc2ccc([N+](=O)[O-])cc2)nccc1=O
→ -3	13	-3	-5	2	-5	-42	1.1	-32	-9	15
Cc1ccc(-c2nnc(NC(=O)c3ccc([N+](=O)[O-])o3)o2)c(C)c1
→ 20	39	3	-4	2	-11	15	0.5	26	-8	-3
O=C(CN1C(=O)c2ccccc2C1=O)N1CCN(S(=O)(=O)c2ccccc2)CC1
→ -2	1	21	-3	3	1	11	-0.1	11	0	-1
Cn1ncc2c(Nc3ccc(-c4ccccc4)cc3)ncnc21
→ -35	-20	-62	.	4	-19	-328	0.5	-118	-6	-16
CCOc1ccc(N(CC(=O)NCc2cccnc2)S(=O)(=O)c2ccc(F)cc2)cc1
→ 10	6	-18	-7	0	-23	8	-0.5	11	0	4
COc1ccc(C(=O)CN2C(=O)NC(C)(c3ccccc3)C2=O)cc1OC (stereo not drawn)
→ -2	11	-12	-2	-1	-15	11	3.2	10	7	-8
CCn1cc(CNC(=O)c2c(-c3c(Cl)cccc3Cl)noc2C)c(C)n1
→ 5	-3	9	-4	1	9	14	-2.7	-70	0	-27
Cn1c(=O)c(=O)n(C)c2cc(S(=O)(=O)NCCOc3ccccc3Cl)ccc21
→ -8	-5	-6	-2	5	12	6	-0.3	-9	-1	-10
Cc1c(C(=O)OCC2CCCO2)[nH]c2c1C(=O)CC(c1ccc(N(C)C)cc1)C2 (stereo not drawn)
→ -7	-10	-12	-10	-3	27	-46	0.2	5	1	.
